Tau fibril ThT = inhibitors of human tau fibril formation, thioflavin T binding | AID 1460 | 270,000 tested, 2.1% active | recombinant tau K18 P301L, heparin-induced fibrillization, ThT fluorescence | Potency, µM (doses to about 57.4 µM), inactives show top-dose activity, negative = inhibition, hits mostly inhibitors | P10636; note: nearly all actives have a fitted effect of over 55% in size
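Fibril formation assay: tau K18 P301L at 15 uM with trace Alexa 594 label, heparin inducer 20 uM, pH 7 sodium acetate buffer, 37 C for 6 hr; endpoint ThT signal.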
TRb-SRC2 inh = disrupts binding of human TR beta to SRC2 | TRbeta-SRC2 peptide binding, fluorescence polarization; receptor liganded with 1 µM T3 | Potency, µM (doses to about 106 µM), for the others: at the highest dose activity change, negative = inhibition, usual class: inhibitors | 280,000 tested, 0.065% active | AID 1469;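 note: plate controls were bound peptide for no effect and peptide without receptor for full effect; nearly all actives have a fitted effect of over 50% in size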
Target sequence (P10828 whole entry, looked up): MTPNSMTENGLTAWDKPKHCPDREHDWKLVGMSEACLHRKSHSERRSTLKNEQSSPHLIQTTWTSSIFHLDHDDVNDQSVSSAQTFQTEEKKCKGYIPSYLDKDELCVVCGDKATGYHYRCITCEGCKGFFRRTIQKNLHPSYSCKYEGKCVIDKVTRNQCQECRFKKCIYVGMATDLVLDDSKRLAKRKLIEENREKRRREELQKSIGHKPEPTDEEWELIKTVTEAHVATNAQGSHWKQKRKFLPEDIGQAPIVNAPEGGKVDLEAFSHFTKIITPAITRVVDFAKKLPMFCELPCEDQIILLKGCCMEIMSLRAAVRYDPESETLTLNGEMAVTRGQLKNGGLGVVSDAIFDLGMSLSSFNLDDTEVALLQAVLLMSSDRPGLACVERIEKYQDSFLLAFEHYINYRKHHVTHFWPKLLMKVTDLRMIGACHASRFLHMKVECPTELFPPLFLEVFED
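Assay buffer: 20 mM Tris-HCl, 100 mM NaCl, 10% glycerol, 1 mM EDTA, 0.01% NP-40, 1 mM DTT, 1 uM T3, 5% DMSO; TRb LBD 0.6 uM, Texas Red SRC2 20 nM; FP after 5 hr.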
TexasRed fluor = counter-screen for TRb-SRC2 inhibitors: fluorescence interference | 280,000 tested, 0.29% active | TRb/SRC2 Texas Red total fluorescence interference | Potency, µM (titrated, usually from 106 µM), for inactives: at the highest dose fluorescence change, negative = quenching | AID 1479; active = well fitted curve in either direction with a large enough effect; inconclusive = small, poorly fitted or top-dose-only effect
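Flags fluorescent or light-absorbing compounds by total fluorescence, S + 2P, at 555 nm excitation and 632 nm emission. Mixture: 20 nM Texas Red SRC2 peptide, 0.6 uM human TRb LBD, 1 uM T3, 5% DMSO; compound exposure 5 h at ambient temperature.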
Tau FP inhib = blocks human tau fibril formation measured by polarization; P10636; Potency, µM (doses to about 57.7 µM), for the others: top-dose activity, negative = inhibition, hits mostly inhibitors; K18 P301L tau heparin fibrillization, Alexa594 FP, 6 h; 280,000 tested, 0.39% active; note: nearly all actives have a fitted effect of over 55% in size
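Quantitative HTS format: compounds meet 15 uM recombinant K18 P301L tau and Alexa 594-tau tracer in 100 mM sodium acetate pH 7; 20 uM heparin triggers fibrillization at 37 C over 6 hr; FP gives the signal.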
L3MBTL1 block = blocks human L3MBTL1; 230,000 tested, 0.66% active; AlphaScreen L3MBTL1–H3K9me1 peptide binding; Q9Y468; Potency, µM (doses to about 57.1 µM), for inactives: top-dose activity, negative = inhibition, hits mostly inhibitors; note: nearly all actives have a fitted effect of over 60% in size
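First, the protein-peptide complex forms for 30 min at room temperature (L3MBTL1 50 nM, biotinylated H3K9me1 peptide 75 nM). Next, compounds are pin-transferred and incubated 30 min. Finally, AlphaScreen beads are added and read after 30 min.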
JMJD2E inh = inhibitors of human JMJD2E histone demethylase. JMJD2E catalytic domain, FDH-coupled NADH fluorescence (FDH is formaldehyde dehydrogenase). B2RXH2. AID 2147. 230,000 tested, 1.6% active. Potency, µM (top dose mostly 57.1 µM), without a hit: at the highest dose activity change, negative = inhibition, actives largely listed as inhibitors; active = well fitted inhibition curve with a large enough effect, not every such curve was filed as active; inconclusive = small, poorly fitted or top-dose-only effect, or another doubt; inactive = no such curve, though single readings can be large or run the other way;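 note: 0% = wells with enzyme and -100% = buffer wells without enzyme; nearly all actives have a fitted effect of over 50% in size; many of its hits are not listed in these tables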
GoLoco inh red = blocks human Gai1 binding to RGS12 GoLoco peptide, red readout | 230,000 tested, 0.44% active | Gai1:RGS12 GoLoco peptide FP, rhodamine, 10 min | AID 880 | Potency, µM (series often up to 61.6 µM), for the others: at the highest dose activity, negative = inhibition, hits mostly inhibitors | P63096; active = well fitted inhibition curve with a large enough effect, not every such curve was filed as active; inactive = no such curve, though single readings can be large or run the other way; note: nearly all actives have a fitted effect of over 30% in size; many of its hits are not listed in these tables
RECQ1 inh = blocks DNA unwinding by human RECQ1 | P46063 | RECQ1 DNA unwinding, red fluorescence kinetic read | Potency, µM (doses to about 57.3 µM), inactives show top-dose activity, negative = inhibition, most hits filed as inhibitors | 240,000 tested, 0.54% active | AID 2549;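 note: plate controls were vehicle for no effect and no enzyme for full effect; nearly all actives have a fitted effect of over 30% in size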
Target sequence (P46063 whole entry, looked up): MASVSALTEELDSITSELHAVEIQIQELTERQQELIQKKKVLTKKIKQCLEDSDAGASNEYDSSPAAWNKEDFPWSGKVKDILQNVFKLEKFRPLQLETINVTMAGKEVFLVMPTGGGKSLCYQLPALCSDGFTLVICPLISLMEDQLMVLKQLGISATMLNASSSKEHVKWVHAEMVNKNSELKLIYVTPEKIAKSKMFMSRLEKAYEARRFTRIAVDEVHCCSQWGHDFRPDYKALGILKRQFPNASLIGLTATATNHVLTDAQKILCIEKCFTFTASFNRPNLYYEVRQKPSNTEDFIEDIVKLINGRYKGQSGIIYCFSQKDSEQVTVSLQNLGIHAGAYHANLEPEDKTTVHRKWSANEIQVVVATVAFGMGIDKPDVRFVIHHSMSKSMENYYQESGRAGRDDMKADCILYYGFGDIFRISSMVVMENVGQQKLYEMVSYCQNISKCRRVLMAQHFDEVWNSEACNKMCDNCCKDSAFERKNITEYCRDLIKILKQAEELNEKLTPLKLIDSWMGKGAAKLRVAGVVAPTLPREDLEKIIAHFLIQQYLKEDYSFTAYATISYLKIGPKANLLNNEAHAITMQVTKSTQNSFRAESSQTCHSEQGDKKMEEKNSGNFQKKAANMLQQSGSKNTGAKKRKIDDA
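RECQ1T1 50 nM; forked duplex (20 bp + 30-nt ss tails) 200 nM, ATP 2 mM final; pH 8.0, 2 mM MgCl2, 2.5 ug/ml poly(dI-dC); 15 min compound preincubation; discontinuous kinetic read over 2 h at RT.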
Numbers without * were called inactive; i = inactive; ? = inconclusive; . = no result given; [ ] = another dose, or the depositor's remark. Unless noted, calls come from the whole dose curve; as a rule, active = well fitted curve in the direction sought with a large enough effect; inconclusive = small, poorly fitted or top-dose-only effect, or another doubt; inactive = no such curve, though single readings can be large; an effect the other way counts as inactive or inconclusive. Unless noted, % is set by controls: 0 for no effect and ±100 for the full control effect; potency is the fitted concentration of half-maximal effect.

Each structure is followed by: GoLoco inh red	TRb-SRC2 inh	RECQ1 inh	Tau fibril ThT	Tau FP inhib	TexasRed fluor	L3MBTL1 block	JMJD2E inh
- COc1ccc(CNC(=O)CN(c2ccc(OC)cc2)S(=O)(=O)c2c(C)[nH]c(=O)[nH]c2=O)cc1
    .	-3.7%	.	-7.3%	2.9%	0.3%	.	.
- COc1ccc(OC)c(NC(=O)C2CC(=O)n3ncnc3N2)c1 (stereo not given)
    -38.5%	1.5%	3.9%	-5.4%	3.2%	-1.8%	-10.0%[11.4 µM]	0.9%
- CSc1ccc(Cn2nnc(C(=O)Nc3ccc(C)c(C)c3)c2N)cc1
    3.1%	-11.2%	-4.6%	-6.7%	-8.9%	-5.6%	.	?
- CN(C)S(=O)(=O)c1ccc2oc(SCC(=O)Nc3ccccc3F)nc2c1
    -14.2%	0.4%	i	0.4%	-0.6%	0.7%	10.4%	10.5%
- O=C(O)c1ccc(COc2cccc(CO)c2)cc1
    4.1%	-6.1%	-4.9%	-5.6%	1.6%	-3.8%	.	0.6%
- CCNC(=S)N1CC(C)OC(C)C1 (stereo not given)
    -2.0%	-13.1%	i	2.6%	-6.1%	0.8%	5.1%	5.1%
- CCCOc1ccc(N2C(=O)C3C(C(C)C)NC4(C(=O)c5ccccc5C4=O)C3C2=O)cc1 (stereo not given)
    -14.6%	3.0%	i	-17.3%	2.5%	1.0%	.	-1.4%
- COc1ccc(CNC(=O)C(c2ccco2)N(C(=O)c2csnn2)c2cccc(C)c2C)cc1 (stereo not given)
    6.1%	-11.4%	-1.4%	0.2%	11.1%	-1.2%	-18.3%	7.5%
- CN1CCN(C2Cc3ccccc3Sc3ccc(Cl)cc32)CC1 (stereo not given)
    9.6%	-9.2%	i	?	-7.8%	-0.2%	-1.2%	-14.4%
- CCOC(=O)CNC(=O)c1ccc(Br)s1
    -5.6%	1.7%	i	-0.8%	-7.9%	-2.4%	.	-2.2%
- COC(=O)CSc1nnc(CNC(=O)c2cccs2)n1-c1cccc(C)c1
    6.4%	0.2%	1.7%	-9.2%	7.5%	-1.4%	-4.5%	4.7%
- CCC1CCCCN1CCCNC(=O)c1ccc2c(c1)c(C)c(C)n2CC (stereo not given)
    .	2.3%	.	?	-1.3%	2.6%	.	.
- Cc1ccc(S(=O)(=O)N(C)CC(=O)OCC(=O)NC(c2ccccc2)c2ccccc2)cc1
    10.5%	5.0%	-4.1%	-2.1%	-4.7%	-0.8%	7.2%	0.4%
- O=C1CN(C(=O)CSc2nncn2-c2ccccc2)c2ccccc2N1
    -1.6%	6.5%	-3.8%	0.8%	0.6%	-6.4%	2.7%	4.7%
- CCc1c(C)nc(N2CCN(Cc3ccccc3)CC2)[nH]c1=O
    2.0%	-1.0%	-0.6%	1.0%	-0.2%	1.5%	.	8.6%
- Cc1ccc(S(=O)(=O)NCCCCCC(=O)Nc2ccccn2)cc1
    -1.4%	-0.4%	1.1%	-5.6%	5.2%	-0.3%	.	4.6%
- COc1ccc(S(=O)(=O)NCCc2cn3cccc(C)c3n2)cc1OC
    5.3%	-0.1%	-2.6%	-8.2%	-2.3%	-1.7%	3.7%	-0.7%
- O=C(CCSCCc1ccccn1)Nc1ccc(Cc2ccncc2)cc1
    3.5%	8.2%	-6.1%	0.4%	-2.1%	-1.7%	.	4.5%
- O=S(=O)(NC1CCCC1)c1ccc(S(=O)(=O)N2CCCN(Cc3ccccc3)C2)cc1
    -5.4%	5.6%	i	10.1%	-3.4%	-0.2%	9.4%	59.3%[activator]
- CCCOc1ccc(-c2nc(C#N)c(N3CCN(C)CC3)o2)cc1
    -3.6%	2.0%	-0.2%	-14.0%	4.7%	-1.9%	-19.5%	3.0%
- Cc1ccc(OCCn2nnc3sc4c(c3c2=O)CCC(C(C)(C)C)C4)cc1 (stereo not given)
    .	-2.0%	.	-10.6%	-4.6%	-0.6%	.	.
- Cc1c(NS(=O)(=O)c2cccc(C(=O)O)c2)c(=O)n(-c2ccccc2)n1C
    .	3.3%	.	-9.9%	1.7%	-1.4%	.	.
- CCC(C)NC(=O)C1(C)CCC(=O)N1CCc1ccc(OC)c(OC)c1 (stereo not given)
    -2.0%	-3.2%	6.5%	2.8%	-0.5%	-0.1%	.	3.3%
- Cc1cccc(C)c1OC(=O)CSc1nnc(-c2ccccc2O)o1
    -8.0%	-2.7%	-2.0%	-5.8%	-4.1%	2.9%	.	?
- O=C(CSc1cccc[n+]1[O-])NCCCc1ccccc1
    -22.8%	-4.4%	i	-1.0%	-9.1%	-2.0%	8.1%	-5.9%
- CCOC(=O)C1(Cc2ccc(Cl)cc2)CCN(C(=O)C2=NNC(=O)CC2)CC1
    3.3%	1.7%	-0.6%	-3.8%	3.4%[2.34 µM]	2.5%	10.4%	1.1%
- O=c1[nH]cc(I)cc1I
    -6.1%	6.5%	i	-1.8%	5.4%	4.6%	6.6%	4.0%
- N/C(Cc1ccc([N+](=O)[O-])cc1)=N\OC(=O)c1ccco1
    13.2%	-7.8%	-4.2%	-16.3%	-5.1%	-0.2%	-1.2%	2.1%
- O=C1C2C3CCC(C3)C2C(=O)N1c1ccc(OS(=O)(=O)c2ccccc2)cc1 (stereo not given)
    2.7%	-1.6%	i	-5.1%	-6.2%	-2.1%	1.5%	12.0%
- O=C(N=C1N=C2C=CC(Br)=CN2Cc2ccccc21)c1ccc([N+](=O)[O-])cc1[N+](=O)[O-]
    6.0%	-7.8%	-2.9%	?	7.9%	-9.9%	-13.9%	-27.2%

A second format for some results above:
O=S(=O)(NC1CCCC1)c1ccc(S(=O)(=O)N2CCCN(Cc3ccccc3)C2)cc1
- GoLoco inh red: -5.4%
- TRb-SRC2 inh: 5.6%
- RECQ1 inh: i
- Tau fibril ThT: 10.1%
- Tau FP inhib: -3.4%
- TexasRed fluor: -0.2%
- L3MBTL1 block: 9.4%
- JMJD2E inh: 59.3%[activator]
CCCOc1ccc(-c2nc(C#N)c(N3CCN(C)CC3)o2)cc1
- GoLoco inh red: -3.6%
- TRb-SRC2 inh: 2.0%
- RECQ1 inh: -0.2%
- Tau fibril ThT: -14.0%
- Tau FP inhib: 4.7%
- TexasRed fluor: -1.9%
- L3MBTL1 block: -19.5%
- JMJD2E inh: 3.0%

Later entries.
Each structure is followed by: GoLoco inh red	TRb-SRC2 inh	RECQ1 inh	Tau fibril ThT	Tau FP inhib	TexasRed fluor	L3MBTL1 block	JMJD2E inh
- COc1cccc(CNC(=O)CCC2CCCN(C(=O)c3cc(C)[nH]n3)C2)c1 (stereo not given)
    10.9%	7.5%[53 µM]	i	-0.9%	-2.8%	-1.5%[53 µM]	?	-4.6%
- Cc1cc(C)nc(Nc2n[nH]c(-c3ccccc3C)n2)n1
    5.4%	4.7%	i	-8.9%	-2.9%	0.2%	-8.6%	3.7%
- CC(=O)C1C(c2ccc(C)cc2)c2c(n[nH]c2C)CC1(C)O (stereo not given)
    7.6%	-7.8%	-17.2%	-7.3%	-1.3%	-0.6%	.	8.8%
- N#Cc1c(N)c(C(=O)c2ccccc2)n2c1CCCC2
    -9.1%	0.0%	-1.6%	-5.8%	4.5%	-0.8%	-0.6%	2.5%
- O=C(Oc1ccccc1)c1ccccc1O
    2.0%	-1.0%[201 µM]	-3.0%	.	.	1.4%[201 µM]	.	.
- O=C(Nc1ccc(OC(F)(F)F)cc1)C1CC(c2ccc(F)cc2)=NO1 (stereo not given)
    -1.9%	-3.6%	-4.0%	-2.8%	-14.4%	-0.3%	.	5.1%
- O=C(OCn1nnc2ccccc2c1=O)c1cc2ccccc2o1
    7.9%	5.9%	-2.8%	-10.0%	-8.7%	-1.8%	.	10.0%
- C/C(=N\NC(=O)CNc1ccccc1Cl)C(C)(C)C
    4.5%	2.9%	-4.6%	-7.7%	-3.4%	0.6%	-0.8%	4.1%
- O=C(Nc1ccc2oc(-c3cccnc3)nc2c1)c1ccc(-c2ccc(Cl)cc2)o1
    .	-4.8%	.	?	?	1.3%	.	.
- CSc1nc(-c2ccco2)nn1C(=O)c1ccc(C)cc1
    -2.0%	5.0%	4.2%	-17.4%	13.9%	-1.4%	6.9%	6.7%
- COc1ccc(-n2c(SCc3ccccc3F)nc3c([nH]c4ccccc43)c2=O)cc1
    .	0.6%	.	4.1%	-0.2%	-3.8%	.	.
- COc1cc(C)c(S(=O)(=O)Nc2ccccc2F)cc1C
    5.1%	1.2%	-0.3%	-1.3%	-3.9%	-1.9%	.	0.9%
- CN1/C(=C\C(=O)COC(=O)c2ccccc2O)C(C)(C)c2ccccc21
    69.5%[activator]	0.5%	-8.9%	?	12.4%	-0.7%	7.8%	?
- Cc1ccc(CC(=O)N2CC(C)OC(C)C2)cc1 (stereo not given)
    6.9%	9.1%	3.8%	-2.3%	-8.7%	2.0%	-19.4%	1.0%
- Cn1ccnc1-c1nc2ccccc2[nH]c1=O
    -12.4%	-2.2%	-0.1%	3.9%	5.3%	-0.5%	?	?
- Cc1ccc(-c2nn(CC(C)(C)C)c3ncnc(N)c23)cc1
    -1.7%	-3.1%	-2.2%	-8.1%	1.5%	0.2%	.	?
- O=C(COC(=O)CSCC(=O)N1CCCCC1)NCc1ccc(F)cc1
    0.2%	-9.0%	-6.7%	-8.3%	4.4%	-1.5%	-0.6%	5.9%
- Cc1ccc(S(=O)(=O)N(CC(=O)N2CCN(c3ccc(F)cc3)CC2)C2CCCCC2)cc1
    4.2%	-6.3%	-1.0%	-8.3%	7.6%	-1.4%	-18.3%	4.8%
- C=CCNC(=O)c1onc(CSc2ccccc2CC)c1C(=O)O
    -3.4%	5.4%	-1.7%	4.5%	-0.4%	-0.1%	7.7%	0.3%
- Cc1noc(C)c1S(=O)(=O)N1CCN(C(c2ccccc2)c2ccc(Cl)cc2)CC1 (stereo not given)
    0.2%	2.6%	-10.6%	-7.2%	-9.8%	-2.2%	0.3%	5.4%
- CCc1ccc(C2c3c(-c4ccccc4)n[nH]c3C(=O)N2c2ccc(C(=O)O)cc2)cc1 (stereo not given)
    .	-6.0%	.	-3.5%	-1.5%	-2.4%	.	.
- Clc1ccc(Nc2cc(-c3ccccc3)nc3ncnn23)cc1
    -2.3%	1.7%	i	-11.2%	-11.9%	-2.9%	13.1%	-0.5%
- COc1ccc(OC)c(NC(=O)c2c(NCc3cccs3)sc3c2CCCC3)c1
    .	-1.1%	.	?	0.9%	-27.0%	.	.

Not all compounds are listed, so the mix of outcomes need not match the whole.
